C-LANA FP = KSHV C-LANA DNA binding inhibition; inhibition, % at 9 µM; MBP-C-LANA/FAM-LBS DNA binding, fluorescence polarization; AID 504423; hit rate 0.078% among 340,000;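 active = highest replicate inhibition at or above 60% at 9 µM, even if other replicates fall short; inactive = all replicates below 60% inhibition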;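 also: 0% = neutral control wells and 100% = 4 µM acridine orange control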
Keap1 Nrf2 FP = inhibitors of human Keap1-Nrf2 protein-protein interaction; Q14145; Keap1 Kelch-Nrf2 peptide fluorescence polarization, 1536-well; inhibition, % at 9.4 µM; hit rate 0.15% among 340,000; in the data active = inhibition above about 12%;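 also: human Keap1 Kelch domain with fluorescein labeled Nrf2 9mer peptide probe; 0% = neutral control wells and 100% = peptide positive control; higher means more block of Keap1 binding to Nrf2 peptide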
Rtt109 HAT inh = blocks Candida albicans Rtt109/Vps75 acetyltransferase activity; Q5AAJ8; purified Rtt109/Vps75, ThioGlo CoA-SH fluorescence, 4 h; inhibition, % at 34.9 µM; hit rate 0.16% among 330,000; AID 540336;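 active = inhibition of at least 50% in every replicate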
PvdQ inh = P. aeruginosa PvdQ acylase inhibition; purified PvdQ acylase, fluorescence plate reader; hit rate 0.063% among 340,000; inhibition, % at 10 µM; in the data active = inhibition above about 30%, passing the limit was not always enough;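 also: 0% = vehicle neutral wells and 100% = reference inhibitor wells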
NSD2 HMT inh = NSD2 (human) methyltransferase inhibition; O96028; AID 743445; NSD2 peptide methylation, AlphaScreen, 120 min; inhibition, % at 12.5 µM; hit rate 0.54% among 310,000; in the data active = inhibition above about 50%
RTF Ca sens act = increases calcium sensitivity of human cardiac regulated thin filaments | P19429+P45379 | IANBD-labeled TnC RTF fluorescence at EC20 calcium; 0% EC20 calcium, 100% full calcium | activation, % at 7.2 µM | AID 493008 | hit rate 0.24% among 340,000;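 active = activation above the mean over all tested compounds plus 3 SD, cut at about 30% in these data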;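 also: rise in fluorescence read as greater calcium sensitivity of cardiac thin filaments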
PfHsp90 yeast 2 = reduces growth (ATP signal) of yeast expressing P. falciparum Hsp90. S. cerevisiae expressing PfHsp90, BacTiter-Glo ATP, 48 h; yeast lacking PDR1 and PDR3 efflux regulators. inhibition, % at 9.4 µM. hit rate 0.32% among 310,000;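 active = every replicate shows inhibition above about 80%, whatever the replicate mean, limit read from the data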;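 also: 0% = DMSO neutral controls and 100% = 20 µM radicicol positive controls; yeast relying on Plasmodium falciparum Hsp90 in place of its own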
dFosB activator = mouse delta FosB homodimer activation. purified delta FosB, TAMRA-CDK5 oligo fluorescence polarization; percent of positive-control signal above neutral wells. activation, % at 25 µM. hit rate 0.99% among 340,000. AID 493131;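 active = mean activation above about 17%, with every replicate also reaching it, limit read from the data, passing the limit was not always enough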;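 also: fluorescence polarization rise as delta FosB binds a TAMRA Cdk5 AP-1 oligo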
Target sequence (P13346 whole entry, looked up): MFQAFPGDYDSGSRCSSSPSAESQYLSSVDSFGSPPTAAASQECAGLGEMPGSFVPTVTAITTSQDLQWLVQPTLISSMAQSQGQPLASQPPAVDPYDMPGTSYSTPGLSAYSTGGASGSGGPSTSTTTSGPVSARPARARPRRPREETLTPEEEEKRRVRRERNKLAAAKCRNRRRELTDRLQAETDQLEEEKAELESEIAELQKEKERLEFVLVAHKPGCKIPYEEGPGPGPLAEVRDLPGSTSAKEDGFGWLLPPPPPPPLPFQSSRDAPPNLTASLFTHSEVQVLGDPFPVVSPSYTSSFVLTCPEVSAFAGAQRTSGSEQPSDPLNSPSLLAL
RTF Ca sens inh = cardiac RTF calcium desensitization; IANBD-labeled cardiac RTF, Ca2+ fluorescence; P19429+P45379; hit rate 0.12% among 340,000; AID 493244; inhibition, % at 7.15 µM;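 active = inhibition above the mean inhibition of all tested compounds plus 3 SD, cut at about 17% in these data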;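 also: assay run at fixed EC70 calcium of 1.6 mM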
CDK5 inh = inhibitors of human CDK5/p35 kinase; Recombinant CDK5/p35, ADP-Glo luminescence, 60 min; Q00535+Q15078; hit rate 0.01% among 330,000; inhibition, % at 10 µM;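 active = highest replicate inhibition of at least 50% and at least 75% of replicates reaching 50%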;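 also: plate controls were DMSO neutral control for no effect and GW8510 at 10 µM for full effect; many of its hits are not listed in these tables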
Target sequence (Q00535 whole entry, looked up): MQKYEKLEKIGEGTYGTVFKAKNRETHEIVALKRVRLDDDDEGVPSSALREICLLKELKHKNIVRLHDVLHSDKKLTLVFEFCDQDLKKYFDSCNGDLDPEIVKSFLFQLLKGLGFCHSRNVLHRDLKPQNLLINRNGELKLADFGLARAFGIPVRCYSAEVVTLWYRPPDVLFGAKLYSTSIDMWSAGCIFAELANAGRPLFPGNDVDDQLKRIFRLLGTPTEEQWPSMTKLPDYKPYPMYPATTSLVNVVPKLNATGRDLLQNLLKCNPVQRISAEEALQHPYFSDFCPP
Target sequence (Q15078 whole entry, looked up): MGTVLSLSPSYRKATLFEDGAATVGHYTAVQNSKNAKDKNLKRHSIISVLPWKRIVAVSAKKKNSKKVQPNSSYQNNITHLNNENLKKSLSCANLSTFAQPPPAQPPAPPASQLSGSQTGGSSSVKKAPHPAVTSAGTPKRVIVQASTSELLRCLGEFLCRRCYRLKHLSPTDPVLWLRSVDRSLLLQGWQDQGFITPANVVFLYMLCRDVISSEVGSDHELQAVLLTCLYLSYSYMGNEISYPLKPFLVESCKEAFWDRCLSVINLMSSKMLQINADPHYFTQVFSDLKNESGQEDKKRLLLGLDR
SUMO Mot1 rescue = blocks SUMOylation pathway, rescuing yeast Mot1-301 growth | S. cerevisiae Mot1-301 growth rescue, ATP luminescence, 38.5C; percent above DMSO median, 100 means doubled | hit rate 1% among 320,000 | growth rescue, % at 18.8 µM | AID 2716;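 active = every valid replicate shows activation above 250% relative to neutral control wells; inactive = the rest, any valid replicate at or below 250%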;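 also: OY570 slx delta 5 strain wells were the positive control but not used for scaling; some compounds called inactive have numbers as strong as hits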
An asterisk follows results filed as active; / = not tested or not shown. This is a random part of the collection, and some 3.2% of all compounds hit somewhere here.

The line under a structure holds: NSD2 HMT inh	Rtt109 HAT inh	dFosB activator	C-LANA FP	SUMO Mot1 rescue	CDK5 inh	PfHsp90 yeast 2	RTF Ca sens act	PvdQ inh	Keap1 Nrf2 FP	RTF Ca sens inh
[1] COc1ccc(NC(=O)Nc2c(C)n(C)n(-c3ccccc3)c2=O)cc1OC
→ -4	-8	-1	1.2	5	0.2	-98	-6	-9	8	-2
[2] CN(Cc1nccn1C)C(=O)CC1C(=O)NCCN1Cc1ccc(F)cc1Cl (configuration not stated)
→ -2	-8	-5	0.4	12	-0.7	8	-2	-1	-2	11
[3] Nc1nc(CN2CCN(c3ccccc3F)CC2)nc(Nc2ccccc2)n1
→ 3	18	-7	-1.0	77	2.4	/	-1	5	5	-2
[4] CCOC(=O)Cc1ccc(NC(=O)c2cccc([N+](=O)[O-])c2)cc1
→ -1	6	-6	0.1	7	1.3	-3	-3	-12	-1	2
[5] COc1ccc(C(=O)c2cnc3cc4c(cc3c2C)OCO4)cc1
→ 3	-7	-7	-0.5	-15	-0.7	-18	1	-7	5	-5
[6] COC(=O)[C@]1(C)N[C@H](CN(C)S(=O)(=O)c2ccc(C(F)(F)F)cc2)[C@@H]2C(=O)N(C)C(=O)[C@@H]21
→ /	-4	-12	1.6	/	1.1	-10	-1	-7	-1	-13
[7] CCOc1ccc(NC(=S)N(CCc2ccncc2)C(C)C)cc1
→ -4	1	-3	-0.6	299	-2.2	-5	3	-10	-3	-15
[8] CCOC(=O)[C@H]1[C@H]2COc3ccc(OC)cc3[C@H]2N2C(=O)CNC(=O)[C@@]12C
→ /	-5	0	1.7	9	1.5	33	-1	-5	-8	-6
[9] CC1(C)CC2CC(C)(CN2S(=O)(=O)c2ccc(N)cc2)C1 (configuration not stated)
→ 0	-7	-1	-1.0	59	-1.4	33	-4	-6	-1	-3
[10] CCN(CC)CC#CCC(OC)(c1ccccc1)c1ccccc1
→ 26	-1	3	-1.4	/	0.4	22	0	2	2	3
[11] COC(=O)C(NC(C)=O)(Nc1ccc(C)cn1)C(F)(F)F (configuration not stated)
→ -2	-6	6	-0.1	-25	-6.5	-4	4	-3	-4	-9
[12] COC(=O)c1ccc(N=NN2CCCCC2)cc1
→ 1	-6	-3	1.6	/	-0.9	23	2	-4	3	8
[13] COC(=O)c1ccc(OCC(=O)c2ccccc2OC)cc1
→ 0	8	-21	0.8	-5	-0.7	/	4	-5	-4	-11
[14] CCn1c(C)cc(/C=C2\NC(=O)N(Cc3ccccc3)C2=O)c1C
→ -1	-1	1	-1.0	-10	0.3	-21	7	-10	0	-14
[15] O=C(C(NS(=O)(=O)c1cccc2nsnc12)c1ccccc1)N1CCN(c2ccccn2)CC1 (configuration not stated)
→ 0	/	-2	2.0	-2	1.3	-15	1	-14	0	-2
[16] O=C(O)CN1C(=O)/C(=C\c2cccc(OCc3ccc(F)cc3)c2)SC1=S
→ 54*	2	-3	1.7	-6	-1.2	5	-1	-14	-4	-5
[17] O=C(O)c1cc2ccc3ccccc3c2oc1=O
→ -2	-96	-10	0.5	2	0.1	-5	0	-17	-8	-6
[18] Cc1cc(C)n(-c2ccc(F)cc2)c(=O)c1C(=O)O
→ -5	-4	4	-1.6	77	1.2	32	-2	-9	0	-5
[19] O=C(c1ccc2c(=O)n(-c3ccccc3)c(=S)[nH]c2c1)N1CCN(c2ccccc2)CC1
→ 2	8	-10	-1.6	5	-1.9	-19	0	-7	-6	-10
[20] Oc1ccc(Br)cc1/C=N/n1cnc2ccccc21
→ 0	3	7	0.8	28	-0.1	18	2	-13	1	-10
[21] CCOc1cc(/C=N\NC(=O)Cc2ccccc2)ccc1OCC(=O)Nc1ccc(C)c(C)c1
→ -9	-33	24*	1.1	129	-0.9	-9	6	-12	5	-7
[22] c1ccc2c(Nc3nnc(-c4ccncc4)s3)cccc2c1
→ 3	4	-8	-0.1	56	-0.4	-69	4	-12	-4	-10
[23] Cc1nc(-c2ccc(C#N)cc2)cs1
→ -2	-22	1	4.5	5	-2.4	1	22	-4	-2	-14
[24] Cc1ccc(-c2nc(C#N)c(NCCN3CCCCC3)o2)cc1
→ /	20	-7	-1.5	-19	-0.5	-12	-2	-20	-5	-2
[25] CCN(CC)CCN1C(=O)c2ccccc2NC1c1ccc(N(C)C)cc1 (configuration not stated)
→ 11	5	0	0.7	11	1.8	/	-2	-3	1	-4
[26] COc1ccc(S(=O)(=O)NC2CC(C)(C)NC(C)(C)C2)cc1C(C)C
→ 10	6	-5	0.2	72	0.0	-3	-2	-8	3	-11
[27] COc1ccc(S(=O)(=O)Nc2ccccc2OC)cc1N=Nc1c(O)[nH]c(=S)[nH]c1=O
→ 0	6	-5	4.7	14	1.5	-20	2	1	3	-7
[28] C=CCn1c(N)cc(=O)nc1SC(CC)C(=O)Nc1ccc(C(C)=O)cc1 (configuration not stated)
→ 2	4	-5	0.6	-22	-1.0	-3	-4	2	-3	3
[29] Cc1ccc([N+](=O)[O-])cc1-c1ccc(/C=N/NC(=O)c2cc3c(ccc4ccccc43)o2)o1
→ -5	-3	8	-1.6	18	-1.5	-9	-8	3	0	-6
[30] Cn1c(=O)[nH]c(=O)c2c1nc(Br)n2CCCSc1nc2ccccc2o1
→ -12	-14	-3	1.7	-5	0.6	-7	-10	2	-2	3
[31] CCCCOc1ccc(/C=C/C(=O)OCC(=O)c2c(N)n(C)c(=O)n(C)c2=O)cc1OCC
→ -7	-3	-4	0.5	5	2.3	12	7	-14	-2	-8
[32] O=c1ncn(-c2ccc(F)cc2)c2ncccc12
→ /	4	1	1.8	-3	0.9	-7	3	-12	-4	-2
[33] COc1ccc2oc(C(=O)OCC(=O)NC(=O)NC(C)C)c(C)c2c1
→ -1	-2	3	-0.4	-19	-1.0	-4	-5	21	0	8
[34] CC(=O)N1c2ccccc2N2C(c3c(C)c(C)cc(C)c3C)=NON12
→ 0	5	-11	0.7	/	-4.3	-3	11	-15	1	-13
[35] O=C(O)Cn1ncc2c1-c1ccoc1CC2
→ /	-4	3	2.1	-4	0.0	-5	0	-7	-3	-9
[36] CN1C(=O)c2ccc(NC(=O)c3c(C(=O)O)cccc3[N+](=O)[O-])cc2C1=O
→ -3	-11	1	1.2	-24	1.9	-8	-5	11	-3	-3
[37] CCOC(=O)N1CCC(NC(=O)Cn2ncc3c2-c2cc(C)ccc2OC3)CC1
→ /	-8	2	0.5	11	-0.4	4	1	-4	-3	1
[38] O=C1NCCC12C(=O)Nc1ccccc12 (configuration not stated)
→ /	-11	6	1.8	9	-0.4	-8	2	-8	-1	4
[39] CCCCCCCC/C=C\CCCCCCCC(=O)NCCc1ccc(O)c(O)c1
→ /	8	-17	0.1	4	0.0	8	5	-5	3	-13
[40] COc1ccc(Nc2nc(Nc3ccc(OC)cc3)nc(SC3=NCCS3)n2)cc1
→ 1	-2	37*	2.2	30	-0.4	-48	-2	-10	-5	-2
[41] COc1ccc(CNC(=O)CN2CCN(S(=O)(=O)c3c(C)c(C)cc(C)c3C)CC2)cc1OC
→ 1	-3	0	0.8	-4	0.6	-1	-1	-6	-2	-2
[42] O=C(Cc1n[nH]c(=O)c2ccccc12)OCc1c(Cl)cccc1Cl
→ -3	0	0	-13	-6	1.8	-15	-2	10	-3	-3
[43] COc1ccc(C(=O)NCc2cccc(Cl)c2)cc1S(=O)(=O)N1CCOCC1
→ -1	1	-5	1.6	-20	0.1	5	0	-1	2	-1
[44] CC1=CC2=NC(=O)/C(=C\c3cc(C)n(-c4ccccc4)c3C)C(=N)N2O1
→ -2	4	-3	0.1	511*	-2.2	8	1	-3	-5	1
[45] COC(=O)Cn1c(=NC(=O)c2cc(OC)c(OC)c(OC)c2)sc2cc(OC)ccc21
→ -3	-8	8	0.7	-19	1.1	5	-1	0	-1	-4
[46] CCOC(=O)C1CCN(C(=O)Cn2cnc3sc(C)c(S(=O)(=O)N4CCOCC4)c3c2=O)CC1
→ 1	-6	-4	-2.7	-12	-0.8	12	-3	-2	-1	-8
[47] CCOC(=O)Cn1c(Br)nc2c1c(=O)[nH]c(=O)n2C
→ 0	0	2	-0.3	42	0.4	1	-4	-4	2	-4
[48] CC1CCCCC1NC(=O)c1ccc(-n2cncn2)c([N+](=O)[O-])c1 (configuration not stated)
→ -1	-8	3	1.5	-3	1.5	/	-2	-17	1	-14
[49] COCC(C)n1c(COc2ccccc2F)nnc1SCC(=O)Nc1oc(C)c2c(C)n[nH]c(=O)c12 (configuration not stated)
→ 4	2	-6	-0.1	1	-3.6	-24	-2	-13	-5	0
[50] CCN(CC)CCCN(Cc1cc2cc3c(cc2[nH]c1=O)OCO3)C(=S)NCc1ccco1
→ 74*	10	-3	-2.0	/	1.6	-20	2	-8	-2	-5
[51] Clc1ccc(-c2nn3cnnc3s2)c(Cl)c1
→ /	3	-15	0.8	-30	-0.8	4	-2	-7	-1	-12
[52] O=C(Nc1nc2ccccc2s1)C1CC(=O)N(c2ccc(Br)cc2)C1 (configuration not stated)
→ -1	15	-3	-0.8	5	-1.7	-31	0	-13	-3	-2
[53] O=C(NNC(=S)NCc1ccccc1)c1cccc([N+](=O)[O-])c1
→ -2	26	-6	-0.9	274	1.7	1	1	10	0	2
[54] O=C(COC(=O)c1ccc([N+](=O)[O-])s1)NCc1ccc(F)cc1
→ 0	-1	-4	2.0	13	-3.5	-8	4	-2	-5	-21
[55] COc1ccc(OC)c(NC(=O)C2CCCNC2=O)c1 (configuration not stated)
→ -1	14	0	-1.2	9	-2.1	-7	11	-15	-1	-11
[56] Cc1cc(C=NCCCO)c(C)n1-c1cc(Cl)ccc1Cl
→ 4	6	2	-0.1	/	0.3	23	-2	-5	-1	-3
[57] CC(CCc1ccccc1)NC(=O)COC(=O)c1ccc(NC(N)=O)cc1 (configuration not stated)
→ -2	3	-10	-2.0	4	-0.4	-12	-3	19	-1	-6
[58] Cc1cc(-c2ccccc2)nc(SCc2ccc(C(=O)O)o2)n1
→ 1	1	-5	0.7	13	1.0	6	-1	-22	-5	-10
[59] Nc1nc(-c2ccccc2)ns1
→ 1	2	0	-1.7	/	-0.9	-7	9	-12	3	-6
[60] CC(=O)C(Sc1ccc2nnc(-c3ccc(F)cc3)n2n1)C(C)=O
→ /	0	-8	0.7	-8	-0.1	-16	6	-4	6	-11

(cont.)
The line under a structure holds: NSD2 HMT inh	Rtt109 HAT inh	dFosB activator	C-LANA FP	SUMO Mot1 rescue	CDK5 inh	PfHsp90 yeast 2	RTF Ca sens act	PvdQ inh	Keap1 Nrf2 FP	RTF Ca sens inh
[61] O=C(CN1CCN(C(=O)C2CCCO2)CC1)Nc1c(Cl)cccc1Cl (configuration not stated)
→ -3	4	9	-1.4	12	-1.1	17	-1	-15	-4	-6
[62] CCN(c1ccccc1)S(=O)(=O)c1ccc(OC)c(NC(=O)C2CC(=O)N(Cc3ccccc3)C2)c1 (configuration not stated)
→ 0	12	-25	0.0	30	-0.4	-3	-7	-9	-2	-3
[63] Cc1cc(Cl)ccc1NC(=S)N1CCOCC1
→ -3	0	6	-0.6	9	0.5	3	1	-3	-3	-5
[64] O=C(Oc1cc(Cl)cc(Cl)c1)c1cnc2n(c1=O)CCS2
→ -2	-3	2	0.8	2	-0.4	-4	-2	3	1	0
